Screening results as filed in PubChem BioAssay.
RORa activator: activates the human nuclear receptor RORA; P35398; CHO-K1 Gal4-RORA LBD luciferase reporter, luminescence; percent increase over mock-subtracted basal signal; activation, % at 10 µM; hit rate 1.5% among 65,000;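 active means activation above the mean of all tested compounds plus 3 SD, cut at about 49% in these data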;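 further: 0% = DMSO-treated RORA cells and 100% = added signal equal to DMSO minus mock-transfected cells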
Target sequence (P35398 whole entry, looked up, the tested form may be a part): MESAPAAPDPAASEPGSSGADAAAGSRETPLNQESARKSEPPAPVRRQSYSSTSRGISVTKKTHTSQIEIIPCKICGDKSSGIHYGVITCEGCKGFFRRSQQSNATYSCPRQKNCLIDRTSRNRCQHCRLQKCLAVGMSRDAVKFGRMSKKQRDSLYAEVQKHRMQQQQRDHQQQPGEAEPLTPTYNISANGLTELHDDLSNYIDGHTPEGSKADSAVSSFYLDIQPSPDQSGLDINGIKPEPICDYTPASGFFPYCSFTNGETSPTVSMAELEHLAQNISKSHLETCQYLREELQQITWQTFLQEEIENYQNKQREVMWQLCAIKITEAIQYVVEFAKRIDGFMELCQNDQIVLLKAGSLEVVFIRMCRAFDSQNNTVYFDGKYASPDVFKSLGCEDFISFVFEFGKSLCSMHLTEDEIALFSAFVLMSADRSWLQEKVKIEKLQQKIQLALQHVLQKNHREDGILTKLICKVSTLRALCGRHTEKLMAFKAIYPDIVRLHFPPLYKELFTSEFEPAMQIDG
Ecoli tolC: blocks growth of E. coli BW25113 tolC mutant. OD615. growth inhibition, % at 10 µM (by protocol). hit rate 2.2% among 65,000. AID 573;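 active means growth inhibition at or above a cutoff equal to the mean over every tested compound plus 3 SD, cut at about 60% in these data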;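 further: growth measured after 20 h incubation at 37 °C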
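test system = E. coli BW25113 ΔtolC::kan bacteria | medium = LB with kanamycin 50 µg/mL | signal = OD at 615 nm | schedule = 37 °C, 20 h exposure | evaluation = % inhibition of E. coli growth | compound dosing = one dose of 10 µM final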
5HT1a antag: antagonists of human 5-HT1a serotonin receptor; CHO 5-HT1a Ga15 NFAT-bla reporter, antagonist mode; P08908; hit rate 0.68% among 62,000; inhibition, % at 10 µM;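 active means inhibition above the mean of all tested compounds plus 3 SD, cut at about 43% in these data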;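 further: receptor stimulated by 5-CT agonist at 100 nM near EC80; beta-lactamase reporter measured by ratiometric fluorescence of a cleavable substrate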
S1P1 ag-PAM: activates or potentiates agonism at human S1P1 receptor. P21453. S1P1 CRE-bla cells, forskolin, beta-lactamase FRET, potentiator mode; S1P1 agonist co-added at EC20, 2 nM; 100% = saturating reference agonist, 0% = basal. activation, % at 9.5 µM. hit rate 0.57% among 56,000;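 active means activation above a cutoff set at the mean activation of all tested compounds plus 3 SD, cut at about 54% in these data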;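 further: forskolin at 4 µM as EC80 and the EC20 agonist is SEW2871; 100% = SEW2871 at its EC100 plus forskolin at EC80; some compounds past the cut are filed as inactive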
HTR1E agonist: activates the human 5-HT1E serotonin receptor; P28566; AID 574; hit rate 0.69% among 65,000; CHO 5-HT1E Ga15 NFAT-bla reporter, FRET; 0% DMSO wells, 100% control agonist wells; activation, % at 6 µM;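 active means activation above a set limit, the screen-wide mean activation plus 3 SD, cut at about 8.5% in these data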;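 further: 100% = positive control agonist at 1 µM giving full maximal response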
SF-1 act: SF-1 (human) activation; activation, % at 10 µM; AID 522; hit rate 1.9% among 65,000; Q13285; CHO-K1 Gal4-SF-1 LBD luciferase reporter; % increase over DMSO SF-1-specific signal;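 active means activation above the mean activation of all tested compounds plus 3 SD, cut at about 50% in these data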
Target sequence (Q13285 whole entry, looked up, the tested form may be a part): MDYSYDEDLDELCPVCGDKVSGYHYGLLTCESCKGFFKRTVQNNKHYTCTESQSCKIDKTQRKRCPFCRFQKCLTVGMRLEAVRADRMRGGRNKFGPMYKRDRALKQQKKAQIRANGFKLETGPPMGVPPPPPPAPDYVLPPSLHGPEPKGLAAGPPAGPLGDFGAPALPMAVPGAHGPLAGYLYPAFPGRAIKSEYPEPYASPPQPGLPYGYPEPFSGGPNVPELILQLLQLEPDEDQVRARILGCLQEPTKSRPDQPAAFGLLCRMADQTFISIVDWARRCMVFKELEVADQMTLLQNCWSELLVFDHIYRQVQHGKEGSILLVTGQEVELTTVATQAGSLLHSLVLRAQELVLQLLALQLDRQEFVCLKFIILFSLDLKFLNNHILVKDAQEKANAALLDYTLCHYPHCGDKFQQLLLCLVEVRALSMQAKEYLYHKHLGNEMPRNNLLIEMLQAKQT
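Material: Transient Gal4-SF-1 LBD reporter, CHO-K1 | Input: 4,000 cells/well | Dosing: One dose, 10 µM compound, 1% DMSO | Incubation: 20 h compound treatment, 37 °C | Detection: SteadyLite luciferase luminescence | Evaluation: Percent activation relative to DMSO median and mock-transfected background | Benchmarks: DMSO-treated SF-1-transfected cells as negative, DMSO-treated mock-transfected cells lacking SF-1 as background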
HTR1E antagonist: blocks the human 5-HT1E serotonin receptor. P28566. CHO 5-HT1E Ga15 NFAT-bla reporter, FRET, antagonist. inhibition, % at 6 µM. hit rate 0.99% among 65,000. AID 571;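 active means inhibition above a set limit, the mean inhibition across every tested compound plus 3 SD, cut at about 29% in these data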;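 further: signal is the 460 over 535 nm emission ratio of beta-lactamase substrate; 0% = agonist plus DMSO wells and 100% = wells without agonist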
AP ELISA ortho: orthogonal test for alternative complement pathway inhibitors; hit rate 0.08% among 62,000; Human serum alternative complement pathway, LPS-coated ELISA, C3 deposition; tested in compound mixtures; inhibition, % at 5 µM; AID 1235;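 active means inhibition above 30% in each of the two pooled mixtures holding the compound, so the lower value exceeds 30%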;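 further: 0% = serum in Mg-EGTA without compound and 100% = EDTA serum blank; some compounds past the cut are filed as inactive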
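Test system: human serum complement alternative pathway, C3 deposition onto LPS / Medium: Mg2+-EGTA GVB++ buffer containing human serum at 1:15 dilution / Probe or stimulus: Plate-bound LPS / Times: 1 h at 37 °C / Signal: ELISA with HRP anti-human C3 antibody, TMB substrate, absorbance 450 nm / Measure: percent inhibition / Repeats: two pool placements per compound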
S1P3 agonist: S1P3 (human) receptor agonism. Q99500. S1P3 NFAT-BLA reporter cells, FRET ratio; relative to 1 µM S1P, basal subtracted. activation, % at 4.5 µM. hit rate 0.1% among 60,000. AID 373;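 active means activation above the screen-wide mean plus 3 SD, cut at about 4.5% in these data, passing the limit was not always enough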; further: some compounds called inactive have numbers as strong as hits
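Assay system: CHO cells stably expressing human S1P3, Gα16 and NFAT-β-lactamase reporter. Timing: overnight plating, 4 h compound 37 °C, 2 h substrate RT. Signal: β-lactamase FRET emission ratio 460/535 nm. Measure: percent activation versus median 1 µM S1P response, basal-subtracted, per plate. Repeats: primary screen single test, confirmation screen in triplicate.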
* hit, by the source's call; . = not tested or not shown.

SMILES | RORa activator | Ecoli tolC | 5HT1a antag | S1P1 ag-PAM | HTR1E agonist | SF-1 act | HTR1E antagonist | AP ELISA ortho | S1P3 agonist
COc1cccc(NC(=O)N2CCN(Cc3nc4ccccc4c(=O)[nH]3)CC2)c1 | -11 | -16 | -2 | . | -0.3 | 11 | -5 | 25 | .
CCOc1ccc(-c2nc(C#N)c(N3CCN(C)CC3)o2)cc1 | -23 | 13 | 20 | -5 | -0.8 | 10 | 11 | 12 | -1.1
COc1ccc2nc(NC(=O)C3CCCN(S(=O)(=O)c4cccc5nsnc45)C3)sc2c1 (centres undefined) | -7 | 44 | -20 | 11 | 1.5 | -1 | -9 | 6 | 0.6
CN(C)C(=O)N1CCC(C(=O)NCc2ccc(F)cc2Cl)CC1 | -2 | -18 | 8 | 2 | -0.3 | -1 | 1 | 0 | 0.7
Cn1nccc1C(=O)Nc1ccc(OC(=O)c2ccnn2C)cc1 | 5 | -11 | -8 | . | 0.3 | 0 | -7 | 11 | .
COc1ccc(CNC(=O)COc2ccc(S(=O)(=O)NC(C)C)cc2)cc1 | -2 | -8 | -10 | 44 | 1.7 | 0 | -3 | 3 | -0.1
O=C(Nc1nc(-c2ccccc2)cs1)C1CCCN(S(=O)(=O)c2ccccc2)C1 (centres undefined) | 6 | 39 | -18 | 31 | -0.3 | 1 | -2 | 8 | 0.2
C=CCN(CC=C)S(=O)(=O)c1ccc2nc(NC(=O)C(C)C)sc2c1 | 60* | 100* | 14 | -3 | 0.2 | 20 | 15 | 16 | -1.5
N#Cc1ccsc1NC(=O)CSc1ncnc2ccccc12 | -16 | 9 | 8 | 17 | 0.2 | -2 | 8 | 24 | -1.2
Cc1cnc(C(=O)Nc2ccc(N3CCN(C(=O)OC(C)(C)C)CC3)cc2)cn1 | 19 | -12 | -12 | 11 | 0.2 | 25 | 1 | 1 | -0.2
Cc1cc2nsnc2c(S(=O)(=O)NCC(=O)O)c1C | -21 | -12 | -6 | -9 | 1.2 | -12 | -8 | 20 | -0.8
Cc1ccc(C(=O)O)cc1S(=O)(=O)N1CCSCC1 | -14 | 4 | 4 | -9 | 0.1 | 4 | 6 | 10 | -0.6
COc1ccc(Cc2noc(-c3ccc(OC)c(OC)c3)n2)cc1OC | 0 | 20 | 13 | -11 | -0.3 | -13 | 1 | 1 | -1.4
CCOC(=O)C1=C(C)NC(C)=C(C(=O)OCC)C1C(=O)OCC(=O)N1CCCCC1CC (centres undefined) | -20 | 3 | 4 | -12 | 0.0 | 7 | -7 | 8 | -1.3
CCc1ccc(C2CC(c3ccc(C)cc3)Nc3nc(N)nn32)cc1 (centres undefined) | 11 | 2 | -5 | -22 | 0.7 | 12 | -11 | 21 | -0.4
CN1CCN(S(=O)(=O)c2ccc(Cc3ccc(S(=O)(=O)N4CCN(C)CC4)cc3)cc2)CC1 | -2 | 0 | -7 | -10 | 0.1 | -2 | -1 | 0 | -0.4
Cc1onc(-c2ccccc2)c1C(=O)Nc1ccnn1C1CCCCC1 | -24 | 10 | -14 | -16 | -0.4 | -13 | -3 | -1 | 0.5
Cc1cnc(C(=O)Nc2ccccc2-c2ccc(C)o2)cn1 | 5 | 6 | 0 | . | -0.7 | 3 | -11 | 1 | .
O=C(NCSC1=NCCS1)c1ccccc1 | 14 | 7 | -6 | -16 | -0.7 | 6 | -3 | 8 | -1.3
CCc1ccccc1N(C(=O)CCC(=O)Nc1cc(C)on1)C(C(=O)NC1CCCC1)c1ccco1 (centres undefined) | -10 | 18 | 13 | -6 | 0.1 | 11 | -2 | -13 | -0.4
c1ccc(-n2ncc3c(N4CCN(c5ccccn5)CC4)nc(N4CCCCCC4)nc32)cc1 | -16 | -9 | 6 | -7 | 0.9 | -6 | 6 | -10 | -0.7
O=C(OCC(=O)N1CCN(C(=O)c2ccco2)CC1)c1cc(-c2ccc(F)cc2)nc2ccccc12 | -5 | 11 | -18 | -6 | 1.3 | 12 | -9 | -5 | -0.4
O=S(=O)(NC1CC1)c1ccc(S(=O)(=O)N2CCN3CCCC3C2)cc1 (centres undefined) | -19 | -12 | -21 | -11 | -1.2 | -13 | -8 | 1 | -1.3
Cc1cccc(-n2nnnc2SCc2csc(-c3ccccc3)n2)c1 | 8 | 42 | -5 | -6 | -0.2 | 4 | -5 | 1 | 0.3

3 compounds from above, sorted by their value in HTR1E antagonist, falling.
SMILES | 5HT1a antag | S1P1 ag-PAM | HTR1E agonist | HTR1E antagonist | AP ELISA ortho | S1P3 agonist
c1ccc(-n2ncc3c(N4CCN(c5ccccn5)CC4)nc(N4CCCCCC4)nc32)cc1 | 6 | -7 | 0.9 | 6 | -10 | -0.7
COc1ccc(Cc2noc(-c3ccc(OC)c(OC)c3)n2)cc1OC | 13 | -11 | -0.3 | 1 | 1 | -1.4
O=S(=O)(NC1CC1)c1ccc(S(=O)(=O)N2CCN3CCCC3C2)cc1 (centres undefined) | -21 | -11 | -1.2 | -8 | 1 | -1.3

Following part:
SMILES | RORa activator | Ecoli tolC | 5HT1a antag | S1P1 ag-PAM | HTR1E agonist | SF-1 act | HTR1E antagonist | AP ELISA ortho | S1P3 agonist
Cn1c(=O)c2c(nc(N3CCCCC3)n2CCCNC2=NCCCC2)n(C)c1=O | -10 | -12 | 4 | -4 | -0.3 | 4 | -5 | 22 | -0.4
COc1ccc(NS(=O)(=O)c2cc(OC)ccc2NC(=O)c2cc(C)oc2C)cc1 | 20 | 17 | -9 | -33 | 0.3 | 0 | 2 | 8 | 1.0
CC(=O)N1CCN(CC(=O)Nc2c(Cl)cc(Cl)cc2Cl)CC1 | 7 | -8 | -2 | 10 | -1.4 | -8 | 23 | 13 | -1.3
CCOC(=O)C1CCN(C(=O)c2cc(S(=O)(=O)N3CCOCC3)c(Cl)cc2Cl)CC1 | -12 | -17 | 8 | -9 | 0.1 | -1 | -4 | 0 | -0.5
O=C(Cc1ccc(-n2cccc2)cc1)NCc1cccs1 | 1 | -29 | 36 | 6 | 0.0 | 22 | 51* | 7 | -1.5
CCOC(=O)N1CCN(C(=O)c2cccc(OC)c2OC)CC1 | 5 | -15 | -4 | -13 | 0.0 | 10 | -8 | 2 | 0.3
COc1ccc(OC)c(C(=O)CSc2nnc(Cc3cccs3)n2C)c1 | -1 | 6 | 13 | -8 | -0.1 | -18 | 1 | 9 | -0.5
CCCSc1nnc(-c2ccccc2N)c(=O)[nH]1 | 43 | -21 | -3 | 4 | 0.5 | 45 | -13 | -5 | -0.8
O=C(O)CSCC(=O)Nc1cccc2ccccc12 | -12 | -17 | 6 | 2 | 0.6 | -2 | 10 | 12 | -0.4
COc1cc(NC(=O)C23CC4CC(C2)CC(n2nnc(C)n2)(C4)C3)c(OC)cc1Cl | -2 | -37 | -8 | -20 | 0.5 | -32 | -1 | -3 | -0.5
COCCN1C(=O)c2ccccc2C(C(=O)NCC2CCCO2)C1c1c[nH]c2ccccc12 (centres undefined) | 18 | -19 | -8 | -18 | -0.5 | -9 | -4 | 20 | -0.1
NC(=O)c1c(NC(=O)CSc2nnc(-c3ccco3)n2-c2ccccc2)sc2c1CCC2 | 6 | 16 | -34 | -42 | 0.3 | 11 | 10 | 18 | 0.6
CCn1c(SCC(=O)NCCOC)nc2sc(C)c(C)c2c1=O | 10 | 4 | -8 | -37 | 0.8 | 1 | 7 | 7 | -0.2
CC1CCCC(NC(=O)c2ccc3c(c2)N(Cc2ccccc2)C(=O)CS3=O)C1C (centres undefined) | -14 | 16 | -2 | -4 | -0.9 | -25 | -5 | 19 | 0.2
COCC(=O)N(C)C1(c2nnnn2CCOC(=O)Nc2cccc3ccccc23)CCCC1 | -3 | -9 | -4 | 5 | -0.6 | 5 | 0 | 4 | -0.2
Cc1cc(C)n(CCCNC(=O)c2ccc3c(c2)NC(=O)CS3)n1 | -27 | -1 | -1 | -2 | 0.2 | 5 | -8 | -6 | -0.1
COCc1[nH]nc2c1C(C1C=CCCC1)C(C#N)=C(N)O2 (centres undefined) | -7 | 17 | 18 | . | -0.4 | 8 | 8 | 1 | -0.6
Cc1ccc2c(c1)N(CC(=O)N1CCCCCC1)C(=O)CO2 | -10 | -17 | 1 | 1 | 0.8 | -8 | -13 | 5 | -1.0
c1ccc2c(c1)nnn2Cc1nnc2sc(-c3ccc4c(c3)OCCO4)nn12 | 6 | -2 | 2 | . | 0.8 | 13 | 7 | 0 | -0.3
COc1ccc2cc(C(=O)N3CCCCCC3)sc(=O)c2c1OC | 3 | 13 | 6 | -24 | 0.8 | 21 | -2 | 8 | -0.2
Cc1ccc(N2CC(C(=O)OCC(=O)C(C)(C)C)CC2=O)cc1C (centres undefined) | 6 | -12 | -3 | -5 | 0.5 | -10 | 4 | -5 | -0.9
Nn1c(SCC(=O)Nc2ccc(F)c(F)c2)nnc1C1CCCCC1 | 16 | -3 | -5 | -14 | 0.4 | -8 | -4 | 11 | -1.1
CSc1nnnn1CCn1nnnc1SC | 1 | -11 | -4 | -6 | -0.4 | -13 | -2 | 9 | -1.2
COc1ccccc1N1CCN(CCc2n[nH]c(=S)n2-c2ccccc2)CC1 | -4 | -2 | 69* | -8 | 30* | 9 | 3 | 13 | -1.5
Cc1ccc(-c2noc(CSc3nnc(-c4ccccc4)n3C)n2)cc1 | -15 | 6 | -4 | 9 | -0.6 | 6 | 9 | 2 | -0.9
CCC(C(=O)NC1CCCCC1)N(CC1CCCO1)C(=O)CNS(=O)(=O)c1ccc(OC)cc1 (centres undefined) | -5 | 0 | 2 | -31 | 0.1 | 10 | -1 | -4 | 0.2
CN(C)S(=O)(=O)c1ccc(C(=O)Oc2cc(=O)[nH]c3ccccc23)cc1 | -3 | -16 | 6 | -10 | 0.6 | -3 | 10 | 2 | -0.5
COc1ccc(OC)c(C(c2nnnn2CCc2ccccc2)N2CCC(C(N)=O)CC2)c1 (centres undefined) | 11 | -13 | -8 | -27 | 0.3 | 8 | -9 | 2 | 0.0
CCCNC(=O)C1CC(=O)N(c2ccc(OCC(=O)Nc3cccc(C)c3C)cc2)C1 (centres undefined) | 5 | -18 | 6 | -2 | 0.8 | 1 | -4 | -8 | 0.3
Cc1csc(SCCn2c(N3CCN(c4ccccc4)CC3)nc3c2c(=O)[nH]c(=O)n3C)n1 | -4 | 5 | -30 | -11 | 1.0 | 14 | -3 | 5 | -0.3
O=C(c1ccc2c(c1)OCO2)N1CCc2ccccc2C1 | 66* | -8 | 4 | -15 | -0.1 | 44 | 15 | 14 | 0.8

Outcome played no part in choosing rows. Share with any hit: about 7.1%.
